# SDO1 yeast rescue: compounds rescuing growth of sdo1-depleted yeast, bone marrow failure model; S. cerevisiae sdo1-depleted JHY4D growth rescue, OD600 30 h; hits give high values; pdr5 snq2 efflux-pump mutant strain; z-score at 10 µM; 140,000 tested, 0.21% active; AID 817;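 active means z-score above 3 at both the 24 hr and the 30 hr optical density reads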;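 further: z-score against mean and SD of all compound wells on the same plate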
# INS promoter inh: TRM-6 insulin promoter activity inhibition | TRM-6 cells (human fetal islet line), insulin promoter-eGFP reporter, imaging; reporter expression induced with tamoxifen | inhibition, % at 2 µM | 130,000 tested, 0.9% active | AID 1273;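 active means inhibition above the mean plus 3 SD, with well images judged a real hit on visual review, cut at about 60% in these data, passing the limit was not always enough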
# SDO1 yeast rescue Rescue 24 h: second read-out of SDO1 yeast rescue, no call of its own (marks repeat the call); z-score; S. cerevisiae sdo1-depleted JHY4D growth rescue, OD600; measured here: growth rescue at 24 h;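 0 is the plate mean of compound wells and units are plate SD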
# * = called active by the depositor; x = not tested or not shown. This is a subset. The share of hits here may be higher or lower than overall.
# Screens in order: SDO1 yeast rescue, SDO1 yeast rescue Rescue 24 h, INS promoter inh
- CCOc1ncccc1C(=O)OCC(=O)Nc1cc(S(=O)(=O)N(CC)CC)ccc1C
→ x, x, -46.7
- Cc1ccc2oc(=O)n(CCOc3ccccc3C)c2c1
→ x, x, 13.3
- COC(=O)c1ccccc1N1C(=O)[C@@H]2C(c3ccc(Br)cc3)=NO[C@@H]2C1=O
→ -0.54, -0.86, 14.3
- O=C(NCC1CCCO1)C1CCN(c2ccc(S(=O)(=O)N3CCCC3)cc2)CC1 (configuration not stated)
→ 0.05, -0.79, -5.4
- COC(=O)c1nn(-c2ccccc2)c(Sc2ccccc2)c1/C=N/O
→ -1.27, -0.81, -38.7
- Clc1ccc(/C=N/Nc2nc(Cl)nc3ccccc23)cc1
→ -0.51, -0.54, -3.5
- Cc1ccc(NC(=O)CC(=O)NCCN2CCOCC2)cc1
→ -0.56, -1.39, x
- COc1ccc(CCNC(=S)NC2CCN(Cc3ccccc3)CC2)cc1
→ x, x, 18.5
- CCN(CC(=O)Nc1cccc(F)c1)Cc1nc2ccccc2c(=O)[nH]1
→ x, x, -10.0
- C=CCn1c(CNC(=O)c2cccs2)nnc1SCC(=O)Nc1ccc(C(=O)O)cc1
→ 0.51, 0.11, 46.4
- COCCNC(=O)CCn1nc(-c2ccc(Cl)cc2)ccc1=O
→ 1.24, 1.82, -23.1
- Cc1ccccc1-c1nsc(SCC(=O)c2ccc(Cl)cc2)n1
→ -0.34, 0.32, x
- CC(C)Nc1nc(-c2ccccc2)nc(-n2ccnc2)n1
→ -2.03, -1.15, x
- O=C(c1cccc(F)c1)N1CCN(c2ccc([N+](=O)[O-])c(N3CCOCC3)c2)CC1
→ -0.94, -1.75, 33.3
- COc1ccc(Cc2nc(-c3cccnc3)no2)cc1OC
→ x, x, 5.0
- CCOc1ccc(OCC(=O)Nc2ccc(S(N)(=O)=O)cc2)cc1
→ x, x, -18.8
- CCC(=O)OC1(C#CCOc2ccc(OC)cc2)CCN(C)CC1
→ 0.5, 0.12, -10.8
- CN(C1CCCCC1)S(=O)(=O)c1ccc(S(=O)(=O)N2CCN(CCC#N)CC2)cc1
→ -0.65, -1.06, x
- CCN(CC)CCn1c2ccc(Cl)cc2c2nc(C)sc21
→ -1.12, -1.1, 46.1
- O=C(Nc1ccc(N2CCCC2)c(Cl)c1)c1ccc([N+](=O)[O-])cc1
→ -0.03, 0.44, 20.0
- CCc1ccc(NC(=O)CSCCN2C(=O)c3ccccc3C2=O)cc1
→ -0.6, -0.06, 14.3
- O=C(NS(=O)(=O)Oc1cccc(Cl)c1Cl)OC[C@@H]1CCCN2CCCCC12 (some centres not stated)
→ 1.03, 1.13, -50.0
- COc1ccc(OC)c(NC(=O)CSc2nc3ccccc3cc2Cc2ccccc2)c1
→ 0.52, -0.08, 54.8
- Cc1ccc(S(=O)(=O)N2CCCCCC2)cc1[N+](=O)[O-]
→ -0.57, -0.3, 20.0
- CC(C)(CNc1ccc([N+](=O)[O-])cc1Cl)CNS(C)(=O)=O
→ 0.46, 0.18, -37.9
- COc1ccc(CN2CCN(C(=O)C3CCC(CNS(=O)(=O)c4ccccc4)CC3)CC2)c(OC)c1OC (configuration not stated)
→ x, x, 9.1
- CC(C)Cn1c(N)c(C(=O)COC(=O)CN2C(=O)C3CC=CCC3C2=O)c(=O)n(C)c1=O (configuration not stated)
→ x, x, 21.4
- COc1cccc(NC(C)C(=O)N2CC(C)OC(C)C2)c1 (configuration not stated)
→ 0.18, -0.01, 31.4
- Cc1cc(C)nc(NC(=O)CSc2nc3ccccc3s2)n1
→ 0.02, -0.31, 4.2
- CC(=O)C1=C(O)C(=O)N(Cc2ccccc2)C1c1cccs1 (configuration not stated)
→ 1.39, 1.75, -58.1
- Cc1cccc(C)c1NC(=O)N1CCC(N2CCCCC2)CC1
→ 0.56, 0.34, -11.5
- O=c1c2[nH]c3ccccc3c2ncn1C1CCCCC1
→ -0.66, -0.22, x
- CCOc1ccc(OCC)c(NC(=O)CSc2nc3c(c(=O)n(C)c(=O)n3C)n2CC)c1
→ -0.57, -1.23, -9.7
- O=C(N/N=C/c1ccc[nH]1)c1ccncc1
→ x, x, -6.7
- O=C(N/N=C/c1cccs1)c1c[nH]c2ccccc12
→ 1.87, 1.96, x
- O=C1[C@@H]2[C@H](C(=O)N1O)[C@H]1C=C[C@@H]2C1
→ -0.15, -0.59, -254.2
- CCCCCCCCN=C1NC(=O)CS1
→ 0.48, 0.4, 20.0
- CCOc1ccc(CN2CCN(Cc3ccon3)CC2CCO)cc1 (configuration not stated)
→ x, x, -23.8
- CCn1c(SCc2ccc([N+](=O)[O-])cc2)nnc1C(C)NC(=O)c1ccccc1Br (configuration not stated)
→ 0.69, 0.67, x
- Cc1ccc(CCNC(=O)CCSCc2ccc(Cl)cc2)cc1
→ -1.06, -1.21, -14.3

# Random excerpt: 3 records from the list, in no set order.
# Screens in order: SDO1 yeast rescue, SDO1 yeast rescue Rescue 24 h, INS promoter inh
- Clc1ccc(/C=N/Nc2nc(Cl)nc3ccccc23)cc1
→ -0.51, -0.54, -3.5
- CCOc1ccc(CN2CCN(Cc3ccon3)CC2CCO)cc1 (configuration not stated)
→ x, x, -23.8
- CCOc1ccc(OCC)c(NC(=O)CSc2nc3c(c(=O)n(C)c(=O)n3C)n2CC)c1
→ -0.57, -1.23, -9.7

# Further records
# Screens in order: SDO1 yeast rescue, SDO1 yeast rescue Rescue 24 h, INS promoter inh
- O=C(CN1C(=O)c2ccccc2S1(=O)=O)NCCSc1ccccc1
→ -0.8, -1.73, x
- CCc1cccc(CC)c1NC(=O)COC(=O)C1(c2ccc(Cl)cc2)CCCC1
→ -0.17, -0.49, x
- Cc1nn(-c2nnc(C)c(=O)[nH]2)c(C)c1SCC(=O)Nc1ccc(C(C)C)cc1
→ 0.12, -0.92, -15.8
- COc1ccc(-n2c(Cc3cccn3C)nnc2SCC(=O)Nc2ccc(C(C)=O)cc2)cc1
→ -0.26, -1.1, x
- Cc1nc(SCC(=O)NCc2ccco2)[nH]c(=O)c1C
→ 1.34, 0.82, -2.6
- CCCCNC(=O)c1ccc(S(=O)(=O)c2ccc(Cl)cc2)c(NC(C)=O)c1
→ 1.01, 1.04, 18.8
- CC12CCC(C(=O)n3c1nc1ccccc13)C2(C)C (configuration not stated)
→ -0.88, -0.02, x
- COc1ccc(CNc2nc3nc(C)c(Cl)c(C)n3n2)cc1OC
→ x, x, -2.6
- CCC(C)NC(=O)C1=C(C)C(=O)OC12CCC(C)CC2 (configuration not stated)
→ 0.18, -0.51, -80.0
- FC(F)(F)c1cccc(NC(=S)Nc2ccc(Cl)cc2Cl)c1
→ -2.58, -1.79, 0.0
- O=C(N/N=C\CCc1ccccc1)c1ccco1
→ 0.84, 0.37, -33.3
- O=C(CN1CCN(C(=O)c2c(F)cccc2F)CC1)Nc1ccccc1F
→ 0.72, 1.05, 3.9
- Cc1cccc(CSc2nc3[nH]ncc3c(=O)[nH]2)c1
→ x, x, -22.2
- O=C(OCCN1CCOCC1)C(c1ccccc1)c1ccccc1
→ 0.03, -0.57, x
- Cc1ccc(N(CC(=O)NCCc2ccc(F)cc2)S(=O)(=O)c2ccc(Cl)c([N+](=O)[O-])c2)c(C)c1
→ -0.43, 0.37, x
- CSC1=NC(=O)/C(=C\c2cccc3ccccc23)S1
→ x, x, 11.1
- CCCCn1c2c(c(=O)n(C)c1=O)C(c1ccc(OC)cc1)N1CCCCCC1=N2 (configuration not stated)
→ -1.2, -0.35, x
- CC1CC(C)CN(c2cc3c(cc2[N+](=O)[O-])C(=O)N(c2ccccc2)C3=O)C1 (configuration not stated)
→ 0.29, 0.65, 20.0
- Cc1ccc2nc3cc([N+](=O)[O-])cc([N+](=O)[O-])c3cc2c1
→ x, x, -488.2
- O=S(=O)(c1cccc(C(F)(F)F)c1)N1CCN(C(=S)NC2CC2)CC1
→ 0.62, 0.58, 17.9
- CC(=O)N1C(=O)C(=C2C=C(C)OC(C)=C2)c2ccccc21
→ -1.68, -1.27, x
- CCCc1[nH]nc2c1C(/C(C)=C/c1ccccc1)C(C#N)=C(N)O2 (configuration not stated)
→ -0.18, 0.81, x
- COCCN1C(=O)c2oc3ccccc3c(=O)c2C1c1cccc(O)c1 (configuration not stated)
→ 0.36, 0.59, x
- COc1c(S(=O)(=O)N2CCN(c3ccc(F)cc3)CC2)ccc(Cl)c1Cl
→ -0.93, -0.59, 74.3*
- COc1ccc(NC(=S)Nc2ccccc2F)c(OC)c1
→ -0.1, -0.8, 23.3
- CC(C)CCn1c(S(=O)(=O)O)nc2ccccc21
→ 0.21, -0.34, -7.9
- CCCCn1c(SCC(N)=O)nc2ccc(N3CCOCC3)cc2c1=O
→ -0.03, 0.09, 17.9
- CCOc1cc(CNCCO)c(Cl)cc1OCC(=O)NCCc1ccccc1
→ 0.73, -0.22, -6.7
- O=C(CCN1C(=O)C2C3C=CC(C3)C2C1=O)Nc1ccc2ncccc2c1 (configuration not stated)
→ -0.92, -1.42, -2.6
- CC(=NCCc1ccccc1)C1=C(O)COC1=O
→ -0.32, -0.86, x
- O=C(CSc1ccccn1)N1CCN(c2cccc(Cl)c2)CC1
→ -0.53, -0.62, x
- Clc1ccc2nc(CN3CCCCCC3)cn2c1
→ -0.14, -1.02, -30.6
- O=C(CCc1ccc(S(=O)(=O)NCc2ccccc2)cc1)NCC1CCCO1 (configuration not stated)
→ 2.35, 1.53, -60.0
- CN1CCN(CCCNC(=O)c2ccc3c(c2)N(Cc2ccccc2)CCS3)CC1
→ 0.69, 0.11, x
- O=C(Cn1c(C(=O)NCCCN2CCOCC2)cc2sccc21)c1ccccc1
→ -0.59, -0.36, -58.3
- Cn1c(=O)n(C)c2cc(NS(=O)(=O)c3ccc(Cl)s3)ccc21
→ x, x, 25.0
- CCOc1cc(C(=S)N2CCCC2)ccc1OCC(=O)Nc1c(C)cc(C)cc1C
→ 1.02, 1.44, x
- CN1CCN(NC(=O)c2cccc3ccccc23)CC1
→ 1.73, 1.69, 57.1
- CCN(CC)S(=O)(=O)N1CCC(C(=O)NC2CCCC2)CC1
→ 2.03, 0.66, 30.8
- Cc1onc(-c2ccccc2)c1C(=O)N1CCCc2ccccc21
→ -0.99, -0.62, x
- CC(Oc1ccc2oc3ccccc3c2c1)C(=O)NC12CC3CC(CC(C3)C1)C2 (configuration not stated)
→ -1.05, -1.52, -17.6
- Cc1ccc(C(C(=O)NC(C)(C)C)N(Cc2cccs2)C(=O)c2csnn2)cc1 (configuration not stated)
→ x, x, -42.9
- COCCNC(=O)c1ccccc1-c1ccccc1C(=O)O
→ -0.5, 0, -91.7
- Cc1ccc2nc(NC(=O)c3ccc(-c4nc5ccccc5s4)s3)sc2c1
→ 0.19, 2.3, -25.0
- CC(=O)c1c(C)[nH]c(C(=O)OCC(=O)Nc2cc(S(=O)(=O)N3CCCCC3)ccc2C)c1C
→ -0.03, -1.01, -16.9
- CCCCn1cnc(C(=O)OCC)c1N
→ 1.25, 0.22, -21.4
- CCC(Sc1nccn1C)C(=O)Nc1cccc2ccccc12 (configuration not stated)
→ 0.97, 0.63, x
- COc1ccc(N(CC(=O)N/N=C/c2ccco2)S(=O)(=O)c2ccccc2)cc1
→ -0.86, 0.02, 13.6
- CC(C)N1CCc2c(sc(NC(=O)c3ccc(S(=O)(=O)N4CCOCC4)cc3)c2C(N)=O)C1
→ 0.06, 2.07, 30.0
- COC(=O)c1ccc(NC(=O)CSc2ccccn2)cc1
→ 0.33, 0.28, -10.7
- Cn1c(N)c(C(=O)COC(=O)CCC2CCCC2)c(=O)n(C)c1=O
→ x, x, -31.7
- Cn1nc(C(F)(F)F)c(C(=O)Nc2ccc(F)cc2F)c1Sc1cccc(Cl)c1
→ -0.69, -0.73, 34.4
- COCCCNC(=S)NNC(=O)c1ccccn1
→ x, x, 0.0
- COc1cc(/C=C(/C(=O)c2cccs2)c2nc3ccccc3[nH]2)cc(OC)c1O
→ 1.05, 1.69, -140.0
- Cc1ccc(S(=O)(=O)N[C@H](C(=O)N2CCC(C(=O)N3CCC[C@H]3C(=O)O)CC2)C(C)C)cc1
→ 2.01, 3.27, 18.2
- COc1ccccc1NC(=O)C(C)N1CCN(C/C=C/c2ccccc2)CC1 (configuration not stated)
→ -1.12, -0.87, 42.4
- CCN=c1scc(C)n1/N=C/c1ccc(O)c(O)c1O
→ 1.07, -0.06, 9.7
- Cc1cc(C)n(CC2CC(=O)N(c3ccc(C)c(Cl)c3)C2=O)n1 (configuration not stated)
→ -0.17, -0.29, x
- CSc1ccccc1NC(=O)CSc1n[nH]c(N)n1
→ x, x, 18.2
- Cc1cccc(OCCCCCn2ccnc2)c1
→ -0.31, -0.34, -41.7

# Additional structures follow:
# Screens in order: SDO1 yeast rescue, SDO1 yeast rescue Rescue 24 h, INS promoter inh
- COCCn1c(-c2ccc(Cl)cc2Cl)nc2c(c(=O)c3ccccc3n2C)c1=O
→ -0.76, -0.26, -43.8
- CCOC(=O)C1C(=O)NC(SC)=C(C#N)C1c1ccccc1F (configuration not stated)
→ -0.24, -0.83, -39.3
- COc1ccccc1CN1CC(C(=O)NCc2cccnc2)CC1=O (configuration not stated)
→ 0.95, 0.17, 42.9
- Cc1ccsc1/C=N\NC(=O)c1cc(C(C)(C)C)[nH]n1
→ x, x, 0.0
- Cc1cc(N2C(=O)C(=O)/C(=C(/O)c3ccc(Cl)cc3)C2c2cccc(Br)c2)no1 (configuration not stated)
→ -0.66, -0.77, -62.7
- CNc1nc(SC)nc2ccsc12
→ 0.73, -0.02, -3.3
- COCCNC(=O)CNC(=S)N(Cc1ccccc1)Cc1cccnc1
→ 0.67, 0.53, x
- CSc1ccccc1NC(=O)CN(C)Cc1cccc(Cl)c1
→ x, x, -83.3
- CCCN(CCC)C(=O)c1ccc2c(=O)n(Cc3ccco3)c(=S)[nH]c2c1
→ x, x, 21.4
- CCOc1ccc(OCC)c(NC(=O)C2COc3ccccc3O2)c1 (configuration not stated)
→ -1.45, -1.1, x
